Screening results: PubChem BioAssay, several laboratories
HSF1 inhib – HSF1 inhibitors in luciferase reporter cells, primary screen, cell-based, NIH3T3, luminescence; NIH3T3-HGL HSE-luciferase, MG132-induced, luminescence 8 h; hits give low values; activity change, negative = inhibition, % at 7.5 µM (by protocol); actives 0.77% (n = 300,000);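 active = more than half of replicate wells show activity change below -50%, luminescence cut by over half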;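 also: luciferase reports HSF-1 transcriptional activity via heat shock element; 0% = median of DMSO wells and -100% = zero luminescence signal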
GSK3A inh – blockers of GSK3A enzyme activity – biochemical, luminescence, cell-free homogeneous, HTS, primary screen; GSK-3 alpha kinase, ADP-Glo luminescence, 60 min; inhibition, % at 10 µM; actives 0.1% (n = 320,000); AID 2650, 2010;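 in the data active = inhibition above about 50%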;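 also: GST-tagged GSK-3 alpha with peptide substrate and 25 µM ATP; 0% = DMSO neutral wells and 100% = GW8510 positive control wells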
Target sequence (P49840 whole entry, looked up): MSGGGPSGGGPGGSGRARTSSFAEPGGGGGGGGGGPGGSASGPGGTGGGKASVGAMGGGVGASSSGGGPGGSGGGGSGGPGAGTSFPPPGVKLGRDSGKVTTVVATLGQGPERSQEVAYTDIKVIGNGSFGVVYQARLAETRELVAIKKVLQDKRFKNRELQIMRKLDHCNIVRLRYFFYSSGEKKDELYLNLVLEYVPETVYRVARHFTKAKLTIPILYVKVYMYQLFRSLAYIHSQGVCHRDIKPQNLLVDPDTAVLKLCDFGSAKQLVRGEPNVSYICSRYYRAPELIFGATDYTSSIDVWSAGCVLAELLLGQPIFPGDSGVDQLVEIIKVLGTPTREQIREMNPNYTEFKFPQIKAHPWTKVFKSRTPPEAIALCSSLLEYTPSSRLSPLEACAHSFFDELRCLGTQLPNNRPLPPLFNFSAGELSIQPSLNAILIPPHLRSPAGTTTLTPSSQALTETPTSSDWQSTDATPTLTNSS
HIF activator – HIF pathway transcriptional activators, primary screen, cell-based, U2OS HRE-luciferase, luminescence | actives 0.32% (n = 300,000) | activation, % at 7.5 µM (by protocol) | U2OS HRE-luciferase reporter; normalized: DMSO 0%, desferrioxamine 100%;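 active = mean activation of at least 10% of the iron chelator positive control signal, with at least half of replicates also reaching 10%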
HSP90 inh – HSP90 inhibitors, primary screen, cell lysate, luminescence | Rabbit reticulocyte lysate, luciferase refolding luminescence, 3 h | inhibition, % at 5.6 µM | actives 0.91% (n = 290,000) | AID 1789, 2009;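 active = inhibition above the screen-wide mean plus 3 SD, computed separately per campaign, cut at about 16% in these data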;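 also: 0% = DMSO wells and 100% = 60 µM geldanamycin wells; inhibitors lower the luminescence because luciferase stays unfolded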
GSK3B inh – human GSK3beta kinase inhibitors, primary screen, biochemical, cell-free homogeneous, HTS | activity score (negative = inhibition), % at 10 µM | GST-GSK3beta kinase, ADP-Glo luminescence, 60 min; hits give low values | actives 0.038% (n = 300,000);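 active = more than half of replicate wells score below -50%, meaning over 50% inhibition versus plate controls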;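 also: 0% = median DMSO wells and -100% = median GW8510 positive control wells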
Target sequence (P49841 whole entry, looked up): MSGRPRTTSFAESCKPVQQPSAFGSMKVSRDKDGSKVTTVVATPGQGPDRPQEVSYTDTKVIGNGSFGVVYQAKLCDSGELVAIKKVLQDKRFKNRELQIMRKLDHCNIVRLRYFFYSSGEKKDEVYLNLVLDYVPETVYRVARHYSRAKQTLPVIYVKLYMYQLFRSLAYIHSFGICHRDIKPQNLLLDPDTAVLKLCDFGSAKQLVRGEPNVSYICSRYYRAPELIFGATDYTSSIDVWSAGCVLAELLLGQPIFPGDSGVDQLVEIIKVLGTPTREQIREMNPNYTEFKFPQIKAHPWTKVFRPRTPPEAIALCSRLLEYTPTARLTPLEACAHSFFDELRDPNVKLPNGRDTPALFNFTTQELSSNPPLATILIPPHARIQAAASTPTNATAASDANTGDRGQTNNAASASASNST
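Test system: GST-tagged human GSK3beta kinase, cell-free; evaluation: activity score scaled between in-plate DMSO and GW8510 controls; measured by: ADP-Glo luminescence; incubation: 60 min reaction, RT; benchmarks: DMSO and 20 µM GW8510; reagent: peptide substrate plus 25 µM ATP (final); medium: Tris/MgCl2 kinase buffer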
HSF1 activator – HSF-1 activators, primary screen, NIH3T3-HGL cells, MG132 stress, luminescence, single point; NIH3T3-HGL HSF-1 luciferase reporter, 8 h; 100% = twice DMSO control signal; activation, % at 9 µM; actives 1.7% (n = 300,000); AID 504408, 2011;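 active = mean replicate activation of at least 50% with a set share of replicates each reaching 50%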;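 also: 0% = median of the neutral control wells and 100% = twice that signal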
KLF5 inh – KLF5 expression inhibitors, primary screen, DLD-1 cells, luminescence. DLD-1 KLF5 promoter-luciferase reporter. inhibition, % at 5 µM. actives 0.23% (n = 290,000). AID 1700, 2009;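 active = inhibition above a per-plate limit of that plate's mean compound inhibition plus 3 SD, cut at about 60% in these data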;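 also: 0% = DMSO wells and 100% = LY294002 at 200 µM; higher means less KLF5 promoter-driven luciferase light; inactives centre near -14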
AI-2 QS mod – Vibrio harveyi AI-2 quorum sensing modulators, primary screen, JMH597 strain, luminescence/OD600 ratio; Vibrio harveyi JMH597 AI-2 luminescence/OD600 ratio, 9 h; hits give low values; strain lacks LuxN and CqsS sensors; 0 = neutral-control median; activity change, % at 7.5 µM; actives 0.4% (n = 300,000); in the data active = activity change below about -75%, passing the limit was not always enough;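 also: luminescence divided by OD600 gain over 9 h not by final OD600 alone; inactives centre near 13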
aSyn 5UTR inh – MLPCN primary screen, SNCA 5' untranslated region; alpha-synuclein 5'UTR reporter, inhibitor activity; inhibition, % (tested at 7.5 µM); actives 0.82% (n = 300,000); in the data active = inhibition above about 60%;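 also: H4 neuroglioblastoma cells stably carrying SNCA 5'UTR luciferase fusion; 0% = DMSO wells and 100% = positive control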
IEC-6 tox – cytotoxicity in IEC-6 intestinal epithelial cells, primary screen, cytotoxicity control for KLF5 inhibitor project, cell-based, luminescence | IEC-6 cytotoxicity, luminescence viability | actives 0.78% (n = 290,000) | inhibition, % at 5 µM | AID 1825, 2009; in the data active = inhibition above about 22%;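 also: 0% = plate median of test compound wells and 100% = cytotoxic reference compound wells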
Active calls of the source: *; · = no result given.

SMILES	HSF1 inhib	GSK3A inh	HIF activator	HSP90 inh	GSK3B inh	HSF1 activator	KLF5 inh	AI-2 QS mod	aSyn 5UTR inh	IEC-6 tox
COc1cccc(C2CC(c3ccc(C)cc3)=NN2C(=O)c2ccccc2F)c1OC (stereo unspecified)	5	-4	-1.0	10	-2	17	-1	5	9	-4
CCC1CCCCN1CCCNC(=O)Cn1nc(-c2ccc(C)cc2)ccc1=O (stereo unspecified)	·	-3	-0.3	-1	-3	·	-30	8	-1	4
Cc1cc(=O)[nH]c(NN=C2C3CC4CC(C3)CC2C4)n1	0	·	-0.3	-5	1	-9	-46	7	-4	0
C=CCn1c(SCc2ccc(C(=O)O)cc2)nc2sc(C)c(C)c2c1=O	-3	-5	-0.4	0	2	-1	6	27	-4	-7
COC(=O)N1CCCc2cc(C)ccc21	-6	0	-0.7	-2	-1	1	9	5	8	0
c1ccc(CN2C3=NCCN3c3ccccc32)cc1	-4	-1	1.3	1	1	16	13	15	-6	-3
CCCCOC(=O)C1=C(C)Nc2ncnn2C1c1cccc(OC)c1OC (stereo unspecified)	4	85*	-1.6	4	-4	2	-10	4	30	5
c1ccc(Cn2nnc3c(N4CCCCCC4)ncnc32)cc1	1	-4	0.1	3	2	-4	-36	28	44	5
CN1C(=O)C(C)(C)c2cc(S(=O)(=O)N3CCCC(C(=O)NCc4ccc(F)cc4)C3)ccc21 (stereo unspecified)	-2	0	-0.3	2	0	-5	3	30	14	0
Cc1ccc(OCc2nnc(NC(=O)OCC(C)C)s2)cc1	-2	-1	-0.1	-3	-1	10	4	11	2	0
COc1cc(/C=N/Nc2ccc(C)cc2)cc(Br)c1O	-1	-1	-0.5	0	2	9	4	42	11	-7
Cc1nnc(N/N=C/c2ccco2)n1N	42	1	2.3	-1	4	56*	-32	22	-10	-6
CCc1nccn1S(=O)(=O)c1ccccc1[N+](=O)[O-]	-8	-1	3.9	2	1	1	-34	-2	-56	1
N#C/C(=C\c1c(F)cccc1Cl)c1nn(-c2ccccc2)c(-n2cccc2)c1C#N	14	3	-0.9	8	1	16	11	14	-6	-2
CC1CCCN(C(=O)c2cc(F)c(F)cc2Cl)C1 (stereo unspecified)	16	3	0.0	-1	2	46	-8	-4	-34	-2
N#Cc1c(N)c(C#N)c(-c2ccc(O)cc2)c2c1CCCC2	-11	0	-0.4	2	1	-6	8	21	31	-1
COc1ccc([N+](=O)[O-])cc1C(=O)Nc1ccc(Cc2ccncc2)cc1	10	-2	-0.2	-7	-6	19	-11	17	-35	-2
COc1ccc(C(=O)N/N=C/c2c[nH]c3ccccc23)cc1	7	1	4.1	14	4	14	-43	4	-70	1
O=C(Cc1ccc([N+](=O)[O-])cc1)N/N=C/c1cccs1	-1	0	0.1	-3	2	20	-8	-2	27	2
Cn1c(Cn2c(=O)sc3ccccc32)nnc1SCC(=O)NC1CCCC1	-6	0	-0.6	2	0	-7	25	20	11	5
Cc1ccc(C(=O)NC(=S)NCC2CCCO2)cc1 (stereo unspecified)	40	0	3.4	-1	3	89*	-83	-5	-147	1
N#C/C(=C/Nc1ccccc1)c1ccsc1	9	26	0.7	2	-4	17	-77	1	-79	-6
COc1ccc(NC(=S)NCCCc2ccccc2)cc1	3	-1	-0.1	-8	-2	27	-14	21	-21	-5
C=CCSc1nc2sc3c(c2c(=O)[nH]1)CCC3	6	2	-0.4	-2	1	9	-16	21	-7	-2
CCCCC(=O)OCc1nc2ccccc2s1	5	-1	1.4	-2	-10	-10	-11	0	-36	-1

Random excerpt: two records from the list.
SMILES	HSF1 inhib	GSK3A inh	HIF activator	HSP90 inh	GSK3B inh	HSF1 activator	KLF5 inh	AI-2 QS mod	aSyn 5UTR inh	IEC-6 tox
O=C(Cc1ccc([N+](=O)[O-])cc1)N/N=C/c1cccs1	-1	0	0.1	-3	2	20	-8	-2	27	2
COc1cc(/C=N/Nc2ccc(C)cc2)cc(Br)c1O	-1	-1	-0.5	0	2	9	4	42	11	-7

(cont.)
SMILES	HSF1 inhib	GSK3A inh	HIF activator	HSP90 inh	GSK3B inh	HSF1 activator	KLF5 inh	AI-2 QS mod	aSyn 5UTR inh	IEC-6 tox
Cc1cc(/C=N/NC(=O)c2ccncc2)c(C)n1-c1cccc(C(F)(F)F)c1	2	-5	-0.3	4	1	-2	-6	10	4	0
COc1cccc(C(=O)NC(c2ccccc2)C2CCCC2)c1 (stereo unspecified)	31	-1	0.0	1	2	69*	-28	19	-16	-3
N#Cc1cc(C(=O)c2cc(F)ccc2O)cn(Cc2ccccc2)c1=O	0	1	0.4	-2	-5	2	4	7	-4	7
COc1ccc(/C=N/O)cc1COc1ccc(NC(C)=O)cc1	-6	-2	0.1	-2	-3	16	-19	20	-6	-6
N#C/C(C(=O)NCc1ccccc1)=C1/SC(Cc2ccc(Cl)cc2)C(=O)N1c1ccccc1 (stereo unspecified)	22	·	0.1	2	-23	15	17	3	-11	1
CCOc1ccc(S(=O)(=O)n2ccnc2C)cc1	1	-3	0.6	3	-1	-11	-17	7	-5	3
Cc1cc(C)c(C)c(S(=O)(=O)N2CCN(C(=S)NCC3CCCO3)CC2)c1C (stereo unspecified)	-4	-1	0.5	-2	6	-9	-9	25	15	1
COc1ccccc1CCc1nnc(CCC(=O)NC(C)Cc2cccnc2)o1 (stereo unspecified)	-15	1	0.0	-1	0	16	-44	4	-11	-4
CCOC(=O)c1nc(C)sc1-c1ccnn1S(=O)(=O)c1ccc(C)cc1	17	6	-0.6	-2	-2	28	-32	47	12	3
CCOc1cc(NC(=O)c2cccs2)c(OCC)cc1NC(=O)CCC(=O)NCC1CCCO1 (stereo unspecified)	-3	-5	-0.1	0	-5	0	-26	38	-14	0
Cc1no[n+]([O-])c1COc1cccc(/C=C2\N=C(c3ccccc3)OC2=O)c1	-4	-3	-0.1	7	0	-23	-26	11	9	7
COc1ccc2[nH]c(C)c(CCNC(=S)Nc3ccccc3C)c2c1	-7	-1	-0.1	-1	0	-5	-26	8	25	2
COc1nc(-c2ccc(Cl)cc2)nnc1C	6	·	0.0	0	1	20	0	14	-41	5
CCc1c(O)nc(SCc2nc3ccccc3c(=O)[nH]2)[nH]c1=O	11	1	0.1	5	1	13	2	0	3	6
COC(=O)c1sc(=S)n(-c2ccccc2OC)c1N	-4	2	0.0	-4	-3	29	-10	6	0	-6
Cc1ccccc1NS(=O)(=O)c1cc(C(=O)N2CCc3ccccc3C2)ccc1C	14	-5	-0.6	0	-3	44	12	13	20	-4
C=C(C)C(=O)OC1(C(F)(F)F)Oc2cc(C)ccc2NC1=O (stereo unspecified)	14	3	-1.7	5	6	29	-17	53	-54	5
COC(=O)CC(NC(=O)C1CC1)c1ccc2c(c1)OCO2 (stereo unspecified)	-3	-1	0.5	-1	·	-9	-9	·	-11	2
Cc1nc(-c2ccc(F)cc2)c(CC(=O)N(C)CC(=O)Nc2ccccc2Br)s1	-5	3	-0.1	·	4	-9	·	14	8	·
CCOC(=O)N1CCN(CC(=O)Nc2cc(OC)c(OC)cc2C#N)CC1	1	-3	-0.3	1	-1	0	-37	19	2	-4
CCNc1nc(NCC)nc(N/N=C/c2ccc(O)c(OC)c2)n1	-12	-3	-0.2	-2	-3	-9	-9	20	1	-2
CCOC(=O)C1CCCN(S(=O)(=O)c2cc(OCC(=O)NC3CCCCC3)c(C)cc2Cl)C1 (stereo unspecified)	10	0	-0.1	-6	4	16	-24	25	9	2
Cc1cc(C)n2nc(SCC(=O)NC3CCCC(C)C3C)nc2n1 (stereo unspecified)	0	3	0.0	-1	4	14	-7	42	-2	6
CCCc1nnc(NC(=O)CCC(=O)N2CCN(c3ccccc3)CC2)s1	3	4	-0.4	-1	1	-22	-18	53	-13	2
O=C(C[N+]1(CC#Cc2ccccc2)CCOCC1)c1ccc(Cl)cc1	3	-3	1.0	4	-1	34	1	18	-15	9

A draw from above in order of number of heavy atoms, highest first:
SMILES	HSF1 inhib	GSK3A inh	HIF activator	HSP90 inh	GSK3B inh	HSF1 activator	KLF5 inh	AI-2 QS mod	aSyn 5UTR inh	IEC-6 tox
Cc1ccccc1NS(=O)(=O)c1cc(C(=O)N2CCc3ccccc3C2)ccc1C	14	-5	-0.6	0	-3	44	12	13	20	-4
O=C(C[N+]1(CC#Cc2ccccc2)CCOCC1)c1ccc(Cl)cc1	3	-3	1.0	4	-1	34	1	18	-15	9
CCOc1ccc(S(=O)(=O)n2ccnc2C)cc1	1	-3	0.6	3	-1	-11	-17	7	-5	3

Remaining list, next part:
SMILES	HSF1 inhib	GSK3A inh	HIF activator	HSP90 inh	GSK3B inh	HSF1 activator	KLF5 inh	AI-2 QS mod	aSyn 5UTR inh	IEC-6 tox
O=C(NCC(c1cccnc1)N1CCN(c2ccccc2)CC1)c1ccco1 (stereo unspecified)	0	5	-0.2	0	-4	4	-9	14	23	-3
COc1ccccc1CNC(=O)CCc1nc2ccccc2c(=O)[nH]1	-8	0	-0.4	6	2	-7	-11	56	-13	7
O=[N+]([O-])c1cc(C=Nc2ccc3ccccc3c2)ccc1Br	3	-1	0.1	0	-3	-5	-19	15	-119	2
CC(=O)c1ccc(N(CC(=O)NCCc2ccccc2)C(=O)c2csnn2)cc1	10	2	0.1	-5	-1	28	3	11	-2	3
C/C(=N\OC(=O)c1cccc(C(F)(F)F)c1)c1sc(-c2ccccc2)nc1C	3	-2	1.4	0	0	15	-38	13	-119	1
Cc1ccc(OC(=O)c2cncc(Br)c2)c(C)c1	-1	-3	0.4	-3	0	0	-28	3	-1	5
COc1ccc(NC(=O)c2oc3ccccc3c2NC(=O)C2CC2)cc1	-12	-2	-0.1	-2	0	-10	-17	21	-2	-6
O=C(NCC1CCCO1)C(=O)N/N=C/c1ccccc1C(=O)O (stereo unspecified)	-6	-1	-0.2	1	-4	-15	-11	8	18	0
COc1ccc(Cn2c(C)nc3oc4cc(OC)ccc4c(=O)c3c2=O)cc1	-3	·	0.0	-5	1	27	-7	19	-10	-7
COC(=O)Cn1c(=NC(=O)C(C)C)sc2c(C)cc(C)cc21	-37	0	-0.3	2	-1	-50	-35	9	-2	11
O=C(Cn1nc(-c2ccccc2)ccc1=O)NCCCN1CCOCC1	5	-1	-0.7	-7	2	18	-15	17	14	-2
O=C(Cc1cccs1)NCc1ccncc1	0	0	0.7	5	3	18	-3	3	-13	-2
NC(=S)N/N=C/C=C/c1ccccc1	12	-1	0.0	-1	0	1	13	-61	2	9
COc1ccc(OCC(=O)Nc2ccc(Cl)cc2)cc1	5	-2	0.2	3	0	18	20	-18	-4	7
COc1ccc(N2CCN(CCNC(=O)Nc3ccc([N+](=O)[O-])cc3OC)CC2)cc1	-6	-3	-0.4	-2	2	4	-33	7	-5	4
Cc1cccc2c(=O)cc(C)n(CC(N)=O)c12	-7	-3	-0.3	-1	-4	-9	14	28	-2	-1
CC1(C)CC=C(NNC(=O)c2cccnc2)C(=O)C1	2	-2	-0.2	1	-5	8	-27	5	-2	1
